Screens: PubChem, National Center for Advancing Translational Sciences (NCATS)
PI4K2A inh: PI4K2A (human) kinase inhibition. activity change, negative = inhibition, % at 76.9 µM. purified PI4K2A, ADP-Glo luminescence, 1 h; active compounds read low. actives 0.13% (n = 420,000); in the data active means activity change below about -50%; inconclusive means mostly about -30% to -49%;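 further: -100% = wells without enzyme as full effect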
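ADP-Glo luminescence measured ADP generated by PI4K2A enzyme (4 ug/mL before mixing) with 1.2 mM PI substrate (pre-mix) and 300 microM ATP (pre-mix). Tris pH7.5 buffer with MgCl2, Triton X-100; 1 h reaction at ambient temperature.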
Tb PGK inh: blocks T. brucei phosphoglycerate kinase | Potency, µM (series often up to 57.5 µM), for inactives: top-dose activity change, negative = inhibition, actives largely listed as inhibitors | P07378 | PGK/GAPDH coupled, Kinase-Glo luminescence, 60 min | actives 0.043% (n = 380,000); further: potency means the concentration at half of the fitted maximal effect; on the % scale 0 is the no-effect control and ±100 the full control effect; nearly all actives have a fitted effect of over 60% in size
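Luminescent ATP detection (Kinase-Glo Plus) follows a 60-minute room-temperature incubation, with wells lacking PGK as controls. Buffer: 100 mM TEA (pH 7.6), 5 mM MgCl2, 0.01% Tween-20. Coupling enzyme GAPDH (100 nM final) supplies unstable 1,3-BPG in-well.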
JMJD2A Tudor: inhibitors of human JMJD2A Tudor domain | O75164 | AlphaScreen JMJD2A-Tudor / H3K4me3 peptide binding | Potency, µM (top dose mostly 114 µM), inactives show top-dose activity change, negative = inhibition, actives largely listed as inhibitors | actives 4.4% (n = 390,000) | AID 504339; further: potency means the concentration at half of the fitted maximal effect; on the % scale 0 is the no-effect control and ±100 the full control effect; nearly all actives have a fitted effect of over 50% in size
GLS inh: inhibitors of human glutaminase (GLS); actives 0.21% (n = 410,000); Potency, µM (titrated, usually from 45.5 µM), for the others: at the top dose activity change, negative = inhibition, actives largely listed as inhibitors; AID 624170; GLS enzymatic activity, qHTS titration; further: potency means the concentration at half of the fitted maximal effect; on the % scale 0 is the no-effect control and ±100 the full control effect
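Read-out is an Amplex red fluorescence increase coupled through glutamate oxidase and HRP, measured before and after 30 min room-temperature incubation. hKGA is in 45 mM KH2PO4 (pH 8.2) with 0.02% Tween-20; glutamine added as 1mM solution.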
BAZ2B block: blocks human BAZ2B; Potency, µM (highest dose often 114 µM), inactives show at the top dose activity change, negative = inhibition, actives largely listed as inhibitors; actives 4.4% (n = 360,000); AlphaScreen BAZ2B-H3K14Ac peptide displacement; Q9UIF8; AID 504333; further: potency means the concentration at half of the fitted maximal effect; on the % scale 0 is the no-effect control and ±100 the full control effect; nearly all actives have a fitted effect of over 60% in size
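AlphaScreen displacement of biotin-H3(5-23)K14Ac peptide (50 nM final) from BAZ2B (50 nM final) in PBS pH 7.4, 0.01% Tween-20; complex preformed 30 min RT, then compounds (top 110 uM) 30 min RT, beads 20 min dark.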
G9a block: inhibitors of human histone lysine methyltransferase G9a; Q96KQ7; G9a H3K9 monomethylation, AlphaScreen, 2 h; Potency, µM (doses to about 102 µM), for the others: at the highest dose activity, negative = inhibition, hits mostly inhibitors; actives 8.8% (n = 350,000); AID 504332; further: potency means the concentration at half of the fitted maximal effect; on the % scale 0 is the no-effect control and ±100 the full control effect; nearly all actives have a fitted effect of over 75% in size
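AlphaScreen read-out: biotin-H3K9 peptide (500 nM) methylation by 20 nM enzyme with 20 uM SAM, 2 h at room temperature after 15 min compound preincubation; anti-monomethyl H3K9 antibody plus donor/acceptor beads, 10 min dark.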
Pol eta inh: DNA polymerase eta (human) inhibition. Q9Y253. recombinant Pol eta, fluorescent DNA replication assay. Potency, µM (highest dose often 114 µM), for the others: top-dose activity change, negative = inhibition, hits mostly inhibitors. actives 1.2% (n = 390,000); further: potency means the concentration at half of the fitted maximal effect; on the % scale 0 is the no-effect control and ±100 the full control effect
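Pol eta at 10 nM preincubated with compounds 15 min at room temperature; reaction started with fluorescent substrate (50 nM final) and read kinetically at 0 and 10 min.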
HP1b chromo inh: HP1-beta chromodomain-methylated histone interaction inhibition. Potency, µM (doses to about 114 µM), for the others: at the top dose activity change, negative = inhibition, hits mostly inhibitors. AlphaScreen HP1-beta / biotin-H3K9me3 peptide binding. AID 540317. actives 0.56% (n = 390,000); further: potency means the concentration at half of the fitted maximal effect; nearly all actives have a fitted effect of over 70% in size; inactives centre near 23
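Compound inhibition of the preformed complex between 50 nM HP1-beta and 50 nM biotinylated H3K9me3 peptide was read by AlphaScreen. Buffer was PBS pH 7.4 with 0.01% Tween-20. Incubations ran 30 min at room temperature, with 10 ug/mL donor/acceptor beads.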
Pin1 inhibitor: inhibitors of human Pin1. Pin1 FP peptide displacement, HiFluor488, 10 min. Q13526. actives 0.009% (n = 390,000). Potency, µM (series often up to 115 µM), for inactives: top-dose activity, negative = inhibition, hits mostly inhibitors; active means well fitted inhibition curve with a large enough effect in the polarisation, with a control signal flat, not every such curve was filed as active; inconclusive means small, poorly fitted or top-dose-only effect, or effect the other way, or a change in a side signal; inactive means no such curve, though single readings can be large or run the other way; the % refers to the polarisation; further: potency means the concentration at half of the fitted maximal effect; on the % scale 0 is the no-effect control and ±100 the full control effect
* marks the source's active call; other numbers are inactive results; i = inactive; ? = inconclusive; . = not tested or not shown; [ ] = remark or other dose. Unless noted, the call rests on the fitted dose curve; in most records, active means well fitted curve in the direction sought with a large enough effect; inconclusive means small, poorly fitted or top-dose-only effect, or another doubt; inactive means no such curve, though single readings can be large; an effect the other way counts as inactive or inconclusive. This is a subset; the hit share may differ from the screen's.

Letter code: A = PI4K2A inh; B = Tb PGK inh; C = JMJD2A Tudor; D = GLS inh; E = BAZ2B block; F = G9a block; G = Pol eta inh; H = HP1b chromo inh; I = Pin1 inhibitor
1: CC(C)(C)c1ccc(CCC2OCC(C[N+]3(C)CCOCC3)O2)cc1 (centres undefined)
  A: -5 | B: i | C: ? | D: 2% | E: -19% | F: 50µM* | G: -7% | H: -5% | I: 0%
2: O=C(CN1CCN(Cc2ccccc2)CC1)Nc1ccccc1
  A: -3 | B: -6% | C: -7% | D: 2% | E: 0% | F: . | G: -14% | H: 48%[activator] | I: -15%
3: Cc1cc(C)cc(Oc2ccc(S(=O)(=O)N3CCN(C)CC3)cn2)c1
  A: 2 | B: 4% | C: -12% | D: 3% | E: -3% | F: -10%[2.33 µM] | G: -12% | H: 3% | I: -10%
4: O=C(CCC(=O)c1ccc(F)cc1)NCc1ccccc1C(F)(F)F
  A: 2 | B: 11% | C: -7% | D: 0% | E: -18% | F: -3%[59 µM] | G: -11% | H: 77%[activator] | I: 5%
5: CCOC(=O)c1ccc(N2C(=O)c3n[nH]c(C)c3C2c2cccc(Br)c2)cc1 (centres undefined)
  A: -8 | B: i | C: -23% | D: -12% | E: . | F: -50%[59 µM] | G: -24% | H: 12% | I: 23%
6: Cc1cnn(-c2cc(N/N=C/c3ccccc3Cl)ncn2)c1
  A: -6 | B: i | C: -10% | D: -5% | E: -30%[57.1 µM] | F: 30%[0.501 µM] | G: -17% | H: 34% | I: -5%
7: CNS(=O)(=O)c1cn(CC(=O)Nc2ccc(C)cc2C)cc1S(=O)(=O)NC
  A: -2 | B: i | C: -18% | D: 2% | E: 14% | F: 11%[59 µM] | G: -12% | H: 84%[activator] | I: 3%
8: Oc1ccccc1/C=N/n1cnn(Cc2ccccc2Cl)c1=S
  A: -1 | B: . | C: 18µM* | D: -15% | E: -20% | F: 3.5µM* | G: -13% | H: 2% | I: -10%
9: COc1cc2c(cc1C1C(C#N)=C(N)OC3=C1C(=O)CC(C)(C)C3)OCO2 (centres undefined)
  A: -4 | B: 3% | C: -24% | D: 19% | E: -8% | F: -6%[0.501 µM] | G: -5% | H: 31% | I: ?
10: Cc1ccccc1-c1nc(CN2CCN(C(=O)c3ccco3)CC2)c(C)o1
  A: 5 | B: i | C: -30% | D: 0% | E: -22% | F: 50µM* | G: -3% | H: 25% | I: 9%
11: Cc1ccc(Sc2c(C)nn(C(=O)c3cccc(S(=O)(=O)N4CCOCC4)c3)c2C)cc1
  A: 2 | B: i | C: -8% | D: 3% | E: -26% | F: -32% | G: -13% | H: 79%[activator] | I: -2%
12: CCC1CCc2c(sc(NC(=O)c3ccco3)c2C(N)=O)C1 (centres undefined)
  A: -7 | B: 0% | C: ? | D: 3% | E: 2% | F: 13%[59 µM] | G: -11% | H: 71%[activator] | I: 43%[activator]
13: CN(Cc1ccc(Br)cc1)CC(O)COc1cccc(Br)c1 (centres undefined)
  A: 2 | B: 5% | C: 5µM* | D: 0% | E: 79µM* | F: 22µM* | G: -28% | H: ? | I: -4%
14: Cc1cccc(Cn2c(C)c(C)c3cc(C(=O)NCCN4CCOCC4)ccc32)c1
  A: 0 | B: 7% | C: 50µM* | D: 10% | E: 56µM* | F: 40µM* | G: -3% | H: -5% | I: -8%
15: Cc1ccc(OCCC(=O)Nc2ccc(S(=O)(=O)Nc3cc(C)nc(C)n3)cc2)cc1
  A: -2 | B: -8% | C: -10% | D: 7% | E: -7% | F: -45% | G: -17% | H: 28% | I: -1%
16: O=S(=O)(c1ccc(Br)s1)n1cccn1
  A: -9 | B: 2% | C: -3% | D: 5% | E: 7% | F: -29% | G: -5% | H: 25% | I: 14%
17: OC(CN1CCN(c2ccccn2)CC1)Cn1c2ccc(Cl)cc2c2cc(Cl)ccc21 (centres undefined)
  A: 2 | B: 7% | C: -16%[11.4 µM] | D: -2% | E: -35% | F: -4%[59 µM] | G: -8% | H: 22% | I: 6%
18: CC(C)CCNC(=O)NC(=O)CSc1ccc(S(=O)(=O)N2CCOCC2)cn1
  A: 0 | B: 1% | C: -16% | D: -2% | E: -5% | F: 1.6µM* | G: -3% | H: -10% | I: 1%
19: O=[N+]([O-])c1ccc2c(c1)C(O)n1ncnc1S2 (centres undefined)
  A: -4 | B: -7% | C: -16% | D: -10% | E: 3% | F: -4% | G: -11% | H: 30% | I: -7%
20: CCOC(=O)[C@H]1[C@H]2COc3cc(OC)ccc3[C@@H]2N2C(=O)c3cc(F)c(F)cc3NC(=O)[C@@]12C
  A: -2 | B: 0% | C: -23% | D: 6% | E: -2% | F: 4%[2.33 µM] | G: -8% | H: 26% | I: 7%
21: CC(C)CC(N)C(=O)OCc1ccc([N+](=O)[O-])cc1 (centres undefined)
  A: 2 | B: -5% | C: 3% | D: 14% | E: -15% | F: 3% | G: -20% | H: 34% | I: -1%
22: CCNc1nc(NCC)n2c(SC(C(=O)Nc3cc(Cl)cc(Cl)c3)c3ccccc3)nnc2n1 (centres undefined)
  A: 4 | B: -4% | C: -19% | D: 3% | E: 6% | F: -4%[59 µM] | G: -4% | H: 12% | I: 6%
23: COc1ccc(CNC(=O)[C@H](C)NC(=O)C2CCN(C(=O)[C@@H](N)CCSC)CC2)cc1
  A: -3 | B: -9% | C: -18% | D: 7% | E: 14% | F: . | G: -17% | H: 24% | I: -7%
24: CCOc1ccc(OCCSc2nc(-c3ccccc3)cc(=O)[nH]2)cc1
  A: 1 | B: 0% | C: -5% | D: -4% | E: -2% | F: 4% | G: 13% | H: 64%[activator] | I: 8%
25: CCN(CC)S(=O)(=O)c1ccc(NC(=O)COC(=O)CCc2cc(OC)c(OC)c(OC)c2)cc1
  A: -2 | B: -2% | C: -21% | D: 4% | E: -23% | F: 6%[59 µM] | G: -20% | H: 2% | I: -1%
26: O=C(C(=O)N1CCCCC1)c1cn(CC(=O)N2CCCCCC2)c2ccccc12
  A: 1 | B: 2% | C: -17% | D: -3% | E: -21% | F: 19% | G: -21% | H: 2% | I: ?
27: COc1ccc(OC)c2[nH]c(=O)c(CCNC(=O)c3ccc(S(=O)(=O)N4CCCC4)cc3)cc12
  A: -2 | B: i | C: -23% | D: 10% | E: 5% | F: 25% | G: -11% | H: -7% | I: 5%
28: Cc1nn(-c2ccc(Cl)cc2)c2sc(C(=O)N3CCN(c4ccccn4)CC3)cc12
  A: -10 | B: -8% | C: -10% | D: ? | E: -5% | F: 4%[12.7 µM] | G: -8% | H: 21% | I: -2%
29: Cc1cccc(NC(=O)NNC(=O)c2c(Cl)c(C)nn2C)c1
  A: -1 | B: -4% | C: -2% | D: 19% | E: 1% | F: -24% | G: -5% | H: 30% | I: 1%
30: CC(=O)Nc1sc(NC(=O)c2ccccc2)nc1-c1cccs1
  A: -4 | B: -6% | C: -9% | D: 8% | E: 10% | F: 5% | G: -16% | H: 27% | I: -6%
31: CCN(CC)c1ccc(/C=N/N2C(=O)c3ccccc3C2=O)c(O)c1
  A: 4 | B: -4% | C: -26% | D: 9% | E: 15% | F: ? | G: -14% | H: 9% | I: ?
32: COc1ccc(Cc2nnc(NC(=O)CS(=O)(=O)c3ccc(C)cc3)s2)cc1OC
  A: 5 | B: -3% | C: -1% | D: -5% | E: -2% | F: 5%[59 µM] | G: -12% | H: -12% | I: ?
33: O=C(Nc1cccc(NC(=O)c2cccc(Cl)c2)c1)c1cccnc1
  A: 2 | B: -6% | C: -11% | D: -10% | E: -10% | F: 17% | G: -6% | H: 9% | I: 5%
34: CCc1ccccc1OCC(=O)Nc1cc(S(=O)(=O)N(CC)CC)ccc1N1CCOCC1
  A: 1 | B: 0% | C: -25% | D: 1% | E: 4% | F: 4%[59 µM] | G: -12% | H: 58%[activator] | I: 66%[activator]
35: O=C(CCN1C(=O)/C(=C\C=C\c2ccccc2)SC1=S)Nc1ccc(C(=O)O)cc1
  A: -26 | B: -15% | C: 22µM* | D: -19% | E: 16µM* | F: 32µM* | G: 28µM* | H: 50µM* | I: .
36: Cc1ccc(NC(=O)CSCC(=O)N(C)Cc2c(F)cccc2Cl)cc1
  A: 3 | B: -5% | C: . | D: 2% | E: . | F: . | G: 0% | H: . | I: .
37: CC(C)n1c(Oc2ccc(F)cc2)nc2c1c(=O)n(C)c(=O)n2C
  A: 8 | B: -5% | C: 1% | D: -19% | E: -8% | F: 14% | G: -19% | H: 23% | I: 1%
38: CC(C)c1ccc(Nc2nc(N3CCOCC3)nc(N3CCOCC3)n2)cc1
  A: 6 | B: i | C: . | D: 2% | E: . | F: . | G: -5% | H: . | I: .
39: CC(NC(=O)C1CCN(S(=O)(=O)c2cnc[nH]2)CC1)c1ccccc1 (centres undefined)
  A: 4 | B: -1% | C: -10% | D: 0% | E: 0% | F: 18% | G: -5% | H: 15% | I: 1%

Laid out differently: entries from further up
Results follow in this order: PI4K2A inh | Tb PGK inh | JMJD2A Tudor | GLS inh | BAZ2B block | G9a block | Pol eta inh | HP1b chromo inh | Pin1 inhibitor
#35 O=C(CCN1C(=O)/C(=C\C=C\c2ccccc2)SC1=S)Nc1ccc(C(=O)O)cc1
 : -26 | -15% | 22µM* | -19% | 16µM* | 32µM* | 28µM* | 50µM* | .
#36 Cc1ccc(NC(=O)CSCC(=O)N(C)Cc2c(F)cccc2Cl)cc1
 : 3 | -5% | . | 2% | . | . | 0% | . | .
#37 CC(C)n1c(Oc2ccc(F)cc2)nc2c1c(=O)n(C)c(=O)n2C
 : 8 | -5% | 1% | -19% | -8% | 14% | -19% | 23% | 1%
#38 CC(C)c1ccc(Nc2nc(N3CCOCC3)nc(N3CCOCC3)n2)cc1
 : 6 | i | . | 2% | . | . | -5% | . | .
